Assay outcomes from PubChem.
M1 PAM parental – nonselective activator or artifact in parental CHO-K1 calcium assay. ATP EC20, Fluo-8 calcium fluorescence; 0% at ATP EC20, 100% at ATP max. activation, % at 3 µM. actives 0.02% (n = 360,000);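 active means activation above the run cutoff, the mean activation of all test compounds plus 3 SD, cut at about 40% in these data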;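 further: peak over basal fluorescence ratio in a 140 s read after ATP addition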
CHO-K1 Ca antag – nonselective inhibitor or artifact in parental CHO-K1 cells. ATP-induced calcium, Fluo-8 fluorescence. actives 0.6% (n = 360,000). inhibition, % at 3 µM;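 active means inhibition above a per-plate cutoff, the plate's mean sample inhibition plus 3 SD, cut at about 24% in these data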;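 further: 0% = DMSO plus EC80 ATP and 100% = DMSO alone without ATP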
M1 ag parental – nonselective activator or artifact in parental CHO-K1 cells; actives 0.48% (n = 360,000); activation, % at 3 µM; Fluo-8 calcium fluorescence; scaled to maximal ATP response, vehicle zero; in the data active means activation above about 15%;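 further: untransfected CHO-K1 host cells lacking M1 receptor as counterscreen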
CHO parental Ca – counter-screen for OX1R antagonists: effect in parental CHO cells; AID 463079; parental CHO-K1, ATP-induced calcium, Fluo-8 fluorescence; inhibition, % at 5.6 µM; actives 0.63% (n = 330,000);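 active means inhibition above that plate's mean sample inhibition plus 3 SD, cut at about 26% in these data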;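 further: 0% = ATP-challenged DMSO wells and 100% = DMSO wells without ATP; some compounds past the cut are filed as inactive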
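Material – parental CHO cells · Reagent – ATP stimulus · Compound – single nominal dose of 5.6 µM per compound · Detection – Fluo-8 fluorescence · Read-out basis – percent inhibition of calcium signal · Controls – ATP-challenged DMSO wells low, unchallenged DMSO wells high · Repeats – no replicates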
OXTR potentiate – potentiators of human oxytocin receptor; P30559; CHO-OTR cells, Fluo-8 calcium fluorescence, potentiator mode; 0% = oxytocin EC15, 100% = EC100; activation, % at 3 µM; actives 0.061% (n = 320,000); AID 2445;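 active means activation above that plate's cutoff, the mean activation of tested compounds plus 3 SD, cut at about 6.6% in these data, passing the limit was not always enough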;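 further: 100% uses oxytocin at 75 nM as the full agonist control; some results filed as inactive read as strong as hits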
Target sequence (P30559 whole entry, looked up): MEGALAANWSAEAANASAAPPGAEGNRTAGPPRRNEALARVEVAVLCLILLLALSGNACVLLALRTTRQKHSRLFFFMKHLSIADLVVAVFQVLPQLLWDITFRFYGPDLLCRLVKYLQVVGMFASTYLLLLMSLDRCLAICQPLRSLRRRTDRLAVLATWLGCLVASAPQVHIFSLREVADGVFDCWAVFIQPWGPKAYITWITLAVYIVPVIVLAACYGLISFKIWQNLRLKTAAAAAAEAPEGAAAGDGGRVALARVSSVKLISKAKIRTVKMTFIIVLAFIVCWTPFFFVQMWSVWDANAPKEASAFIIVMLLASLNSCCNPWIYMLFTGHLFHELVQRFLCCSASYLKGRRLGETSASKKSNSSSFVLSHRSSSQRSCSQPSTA
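System: human OTR in CHO cells; Also added: sub-maximal oxytocin, roughly EC15; Timing: compound 6 min at room temperature before oxytocin, 100 s read; Technique: Fluo-8 intracellular calcium fluorescence, ex 470-495, em 515-575 nm; Controls: oxytocin EC15 low and EC100 high; Replication: singlicate.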
OXTR ag – human OXTR agonism. activation, % at 3 µM. CHO-OTR cells, Fluo-8 calcium fluorescence; normalized: DMSO 0%, oxytocin 100%. AID 2435. P30559. actives 0.32% (n = 320,000);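 active means activation above the mean of all tested compounds plus 3 SD, cutoff set per screening run, cut at about 20% in these data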;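 further: peak over basal fluorescence ratio from a 100 s FLIPR kinetic read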
V1aR counter – activates human V1a receptor in oxytocin agonist counter-screen; actives 0.25% (n = 320,000); activation, % at 3 µM; CHO-V1R cells, Fluo-8 calcium fluorescence, agonist mode; 0% DMSO, 100% 3 nM vasopressin; AID 2797; P37288;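 active means activation above the mean activation of all tested compounds plus 3 SD, per screening run, cut at about 20% in these data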;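 further: signal is peak over basal fluorescence ratio across a 100 second FLIPR read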
GPR7 antag – human neuropeptides B/W receptor 1 antagonism; AID 1861; actives 1.1% (n = 290,000); GPR7-expressing cells, fluorescence antagonist assay; inhibition, % at 4.4 µM; in the data active means inhibition above about 16%, passing the limit was not always enough;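 further: cells stimulated with the agonist NPW; 0% = agonist with vehicle and 100% = vehicle without agonist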
Target sequence (P48145 whole entry, looked up): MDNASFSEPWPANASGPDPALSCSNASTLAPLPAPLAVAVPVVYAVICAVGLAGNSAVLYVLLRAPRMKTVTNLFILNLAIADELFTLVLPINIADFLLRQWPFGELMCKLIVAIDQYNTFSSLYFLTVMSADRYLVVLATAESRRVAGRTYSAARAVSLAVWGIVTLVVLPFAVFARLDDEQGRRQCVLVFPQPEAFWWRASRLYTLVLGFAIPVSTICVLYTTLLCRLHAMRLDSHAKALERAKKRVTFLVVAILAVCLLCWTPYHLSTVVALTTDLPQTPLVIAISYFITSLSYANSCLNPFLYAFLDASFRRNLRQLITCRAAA
TAAR1 antagonist – human TAAR1 antagonism. CHO RD-HGA16 TAAR1, Fluo-8 calcium fluorescence, antagonist. Q96RJ0. actives 1.5% (n = 360,000). AID 624466. inhibition, % at 3 µM;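 active means inhibition above a per-plate cutoff, the mean inhibition of test compounds on that plate plus 3 SD, cut at about 49% in these data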;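 further: 0% = DMSO plus EC80 beta-PEA response and 100% = DMSO alone without agonist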
Target sequence (Q96RJ0 whole entry, looked up): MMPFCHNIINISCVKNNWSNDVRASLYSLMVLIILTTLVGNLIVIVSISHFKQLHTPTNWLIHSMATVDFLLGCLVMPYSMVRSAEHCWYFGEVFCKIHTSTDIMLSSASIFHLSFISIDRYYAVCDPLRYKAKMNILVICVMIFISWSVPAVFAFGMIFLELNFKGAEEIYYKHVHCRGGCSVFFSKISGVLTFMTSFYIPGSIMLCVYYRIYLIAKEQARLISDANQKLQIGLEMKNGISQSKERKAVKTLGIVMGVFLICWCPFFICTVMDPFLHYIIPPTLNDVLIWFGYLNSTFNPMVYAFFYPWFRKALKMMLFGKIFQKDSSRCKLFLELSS
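Material: RD-HGA16 CHO cells with stable hTAAR1 and Gα16; Dosing: single nominal final test compound concentration of 3 µM; Schedule: seeding 17-24 h prior, 75-min 37 °C, 30-min RT dye loading; Detection: kinetic Fluo-8 calcium fluorescence measurement; Measure: % inhibition from peak post-agonist over basal fluorescence ratio; Benchmarks: vehicle and agonist controls.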
Starred values were filed as active, the others as inactive; · = not tested or not shown. Compounds as they come. Share with any hit: about 3.5%.

SMILES	M1 PAM parental	CHO-K1 Ca antag	M1 ag parental	CHO parental Ca	OXTR potentiate	OXTR ag	V1aR counter	GPR7 antag	TAAR1 antagonist
Cc1ccc(C(CNC(=O)C(=O)Nc2ccc3c(c2)OCCO3)N2CCN(C)CC2)cc1 (stereo unspecified)	20.1	-2.0	1.7	-33.6	3.2	3.9	1.1	·	2.0
O=C(CSc1nc2[nH]ncc2c(=O)[nH]1)Nc1ccc(F)cc1	3.8	-3.8	0.8	2.1	4.4	0.7	0.5	·	-11.2
CCc1ccc(N2CC(C(=O)Nc3ccc4c(c3)OCO4)CC2=O)cc1 (stereo unspecified)	6.0	4.8	-0.2	0.0	-0.2	-0.9	-0.2	·	-15.1
CC[C@]12c3[nH]c4ccccc4c3CCN1C(=O)C(CC(=O)NCCN1CCOCC1)C[C@@H]2C(=O)N1CCN(C(=O)c2ccco2)CC1 (stereo partly specified)	7.6	-2.7	0.8	-8.7	-1.2	1.2	0.2	·	5.2
Cc1onc(-c2ccccc2)c1C(=O)Nc1ccc2c(c1)OCO2	-7.0	2.6	6.1	-7.9	0.5	-0.4	-0.8	-6.9	13.2
Cc1cnc(N)nc1-c1ccccc1	13.9	-8.4	1.2	·	·	·	·	·	10.1
FC(F)Oc1ccc(C2N=C(c3ccccc3)NO2)cc1 (stereo unspecified)	2.9	2.0	0.3	3.3	-7.5	-0.1	-0.6	5.9	7.8
O=C(Cc1n[nH]c(=O)[nH]c1=O)N/N=C/c1ccccc1	6.7	3.2	1.6	-4.6	-5.5	-0.8	0.4	4.4	19.1
Cc1ccccc1NC(=O)C1CCCN(S(=O)(=O)c2cccc3cccnc23)C1 (stereo unspecified)	12.1	-1.1	6.8	-20.4	-2.8	-1.2	3.3	-18.5	54.4*
COc1ccccc1CN1CCN(Cc2nc(-c3cccs3)no2)CC1	4.6	1.2	0.3	-34.5	-0.7	0.2	-1.2	-13.9	-5.7
COc1ccc(OC)c(S(=O)(=O)N2CCC(C(=O)NCc3ccc4c(c3)OCO4)CC2)c1	-13.6	10.2	2.2	-12.5	-5.7	1.2	1.7	-11.6	-1.3
O=C(O)CCCC(=O)Nc1ccc(C(=O)N2CCCCC2)cc1	7.4	0.2	1.8	-4.2	-2.8	0.5	1.3	-5.9	9.7
CC1Sc2ccc(S(=O)(=O)CCC(=O)NC3CCCC(C)C3C)cc2NC1=O (stereo unspecified)	14.0	-8.7	10.8	-10.8	-6.3	7.8	9.7	0.6	-3.9
COc1cccc(CNC(=O)c2ccc3c(c2)N(C)CCS3)c1OC	7.5	-11.3	0.5	-14.1	-5.3	-0.5	1.9	-2.3	-18.5
Cc1ccc(S(=O)(=O)CCSc2cccc(C(=O)Nc3ccccc3C(=O)O)c2)cc1	2.3	-0.2	-0.5	-18.7	-0.8	-1.2	0.9	1.9	-41.0
CC1(C)Cc2nc(N)c(=O)sc2C1	9.0	-12.2	-0.1	2.3	-0.7	1.4	1.0	-5.2	11.4
N#Cc1c(N)n(C2CCCCC2)c2nc3ccccc3nc12	9.3	3.1	0.0	-25.3	-12.0	-0.4	0.2	-1.3	5.5
COc1ccc(C(CNC(=O)c2cc3ccccc3o2)N2CCCC2)cc1 (stereo unspecified)	7.8	-9.3	0.1	-14.3	0.1	1.8	1.1	·	-16.1
COCCNc1oc(/C=C/c2ccccc2OC)nc1S(=O)(=O)c1ccccc1	-9.7	-10.6	-0.4	-16.1	6.0	-0.7	-0.5	-23.1	2.3
CCOc1ccc(S(=O)(=O)c2ccc(C)cc2)c2c1no[n+]2[O-]	9.7	-10.3	6.9	·	·	·	·	·	13.1

Brought forward from above: three compounds, followed by the next part.
SMILES	M1 PAM parental	CHO-K1 Ca antag	M1 ag parental	CHO parental Ca	OXTR potentiate	OXTR ag	V1aR counter	GPR7 antag	TAAR1 antagonist
COc1ccc(C(CNC(=O)c2cc3ccccc3o2)N2CCCC2)cc1 (stereo unspecified)	7.8	-9.3	0.1	-14.3	0.1	1.8	1.1	·	-16.1
COCCNc1oc(/C=C/c2ccccc2OC)nc1S(=O)(=O)c1ccccc1	-9.7	-10.6	-0.4	-16.1	6.0	-0.7	-0.5	-23.1	2.3
CCOc1ccc(S(=O)(=O)c2ccc(C)cc2)c2c1no[n+]2[O-]	9.7	-10.3	6.9	·	·	·	·	·	13.1
O=C(Nc1cccc2cccnc12)c1csc([C@@H]2O[C@H](CO)[C@H](O)[C@H](O)[C@H]2O)n1	18.2	-5.9	0.4	·	·	·	·	·	-15.8
O=C(CC1C(=O)NCCN1C(=O)c1ccc(F)cc1)OCc1ccccc1 (stereo unspecified)	4.2	-4.3	0.2	2.3	-4.9	0.3	-0.3	-1.2	-7.6
COc1cc(C(=O)NCC(=O)Nc2c(C)cccc2C)ccc1OCc1ccccc1	-7.9	-4.5	0.3	-11.8	-5.6	1.2	1.6	·	-6.2
Cc1ccc(NS(=O)(=O)c2cn(C)c(=O)n(C)c2=O)cc1C	-5.0	8.7	0.2	-6.4	-4.5	0.3	0.9	4.7	-6.5
CCCCCCCCCCCCCCCC[n+]1cccc2ccccc21	-1.5	12.2	-0.6	89.4*	-5.1	-0.7	0.6	11.2	20.5
Cc1cccc(NC(=O)CSc2nnc(-c3ccccc3C)o2)c1	12.7	-11.3	1.8	·	·	·	·	0.1	-4.5
Cc1cc(C(=O)NCc2ccc3c(c2)OCO3)c(C)o1	-11.2	7.6	-0.1	-7.0	-0.3	-1.7	-0.1	9.6	-18.2
COc1ccc(C(=O)Nc2ccnn2C2CCN(Cc3cn(C)nc3C)CC2)cc1	7.4	-14.6	1.4	-1.8	-4.0	0.6	3.1	-15.8	-16.3
Nc1ncc(-c2cc3ccccc3oc2=O)s1	0.7	-9.4	0.3	-4.4	-9.5	-0.7	0.1	-4.2	-13.8
CCOc1ccc(S(=O)(=O)N2CCN(C(=O)c3cc(C4CC4)nn3-c3ccccc3)CC2)cc1	8.9	65.7*	0.1	·	·	·	·	·	11.5
O=S(=O)(Cc1cccc(F)c1)c1c[nH]c2ccccc12	21.1	-23.7	0.8	-4.3	-4.8	-1.0	-0.2	-6.0	-32.1
COc1ccc(N(CC(=O)Nc2cccc(N(C)S(C)(=O)=O)c2)S(=O)(=O)c2ccc(F)cc2)cc1	4.1	-9.5	4.9	-1.1	-6.6	2.5	3.3	-7.4	27.4
CC1(c2cccc(Br)c2)NC(=O)N(CC(=O)Nc2ccc(N3CCCCC3)cc2)C1=O (stereo unspecified)	-5.6	4.2	0.6	·	·	·	·	·	-20.3
COc1ccc(C2(CNC(=O)c3ccccc3)CCOCC2)cc1	22.1	-15.3	0.3	-8.9	-3.5	-0.2	-1.4	-5.6	-24.5
O=C1CC(c2ccccc2Oc2cccc(Cl)c2)C(n2cncn2)C(=O)C1C1NCCc2ccccc21 (stereo unspecified)	2.2	-8.0	0.4	-8.8	-7.9	-0.9	-1.1	-11.5	-3.4
O=C(CCC1CCCC1)NCCCN1CCOCC1	-0.4	3.6	-0.3	-4.3	-9.7	0.0	1.4	9.4	-9.9
O=C(Nc1ccccc1Oc1cccnc1)C1CCCN(Cc2ccc(F)cc2)C1 (stereo unspecified)	-1.0	-10.7	0.9	-24.9	-2.5	-1.1	-0.7	11.2	-10.4
Cc1nc([N+](=O)[O-])c(Br)n1CC(=O)c1ccc2ccccc2c1	4.3	-1.9	2.3	-2.1	-14.4	8.6	4.5	8.7	26.6
COc1ccc(C(=O)Nc2ccccc2SCc2cc(=O)n3nc(C)sc3n2)cc1OC	10.6	-15.8	0.3	-11.1	-19.5	-0.5	0.3	1.5	-9.1
Cc1cccc(NC(NC(=O)c2ccccc2[N+](=O)[O-])C(Cl)(Cl)Cl)c1 (stereo unspecified)	5.4	1.9	0.8	-9.3	2.4	0.0	6.3	-5.1	0.8
CCOC(=O)c1nnc2cc(C)nn2c1C	12.7	-0.5	0.3	2.8	-2.2	-1.0	-0.6	-10.8	-21.5
Cc1cc(NC(=O)CSCC(=O)Nc2ccc(Cl)c(C(F)(F)F)c2)no1	-5.3	-7.7	2.9	-21.0	-3.0	1.3	2.1	·	-9.8
O=C(NC1CCCCC1)c1cc(-c2ccccc2O)on1	3.4	-6.0	0.4	4.6	-4.8	0.2	0.4	-5.7	-13.8
CCOC(=O)C1(CCOc2ccccc2)CCN(C(=O)c2ccc(-n3cccn3)cc2)CC1	10.9	-2.0	5.2	-10.3	-11.0	2.6	3.3	-22.6	19.5
CCOC(=O)C[n+]1c(C)csc1C	2.4	1.9	0.1	-6.8	-0.1	1.7	0.4	-1.9	-24.0
O=C(NCc1ccc2c(c1)OCO2)C1CCN(Cc2cnn(-c3ccccc3)c2-n2cccc2)CC1	10.0	5.6	0.8	-21.9	-5.1	0.2	0.4	1.8	-1.4
COc1ccc(N2CCN(C(=O)CCNC(=O)c3ccc(C(C)(C)C)cc3)CC2)cc1	0.8	3.8	5.8	6.2	-9.3	7.8	5.5	4.4	-4.0
CN1CCN(c2ccc(NC(=O)COc3cccc4ccccc34)cc2)CC1	7.8	-1.4	1.9	-17.4	-6.6	6.4	1.9	10.5	12.1
COc1ccc(CNc2ccc(C(=O)O)cc2)cc1	12.3	3.4	-0.1	9.5	3.4	2.4	-0.3	12.2	11.6
O=C(Nc1ccc2c(c1)CCC2)C1CCCN(c2ncccn2)C1 (stereo unspecified)	15.3	-10.2	0.8	-16.1	-1.7	-1.8	-1.8	12.9	-5.5
O=C(CCNC(=O)c1ccccc1Cl)NN=Cc1ccco1	-5.8	-5.9	0.2	-4.6	7.2	2.0	1.0	·	0.2
CC(=O)Nc1ccc(N2C(=O)c3ccc(C(=O)Nc4nnc(SCc5ccc(F)cc5)s4)cc3C2=O)cc1	11.4	-4.9	0.3	-4.8	4.5	1.2	1.3	-14.9	7.5
C[C@H](CO)N1C[C@H](C)[C@@H](CN(C)C(=O)Nc2ccccc2)Oc2ccc(NS(=O)(=O)c3ccc(F)cc3)cc2C1=O	9.8	-2.6	1.4	-10.0	5.8	1.5	-0.2	·	-1.1
Cc1ccc(NC(=O)CO/N=C(\N)c2ccccc2)cc1C	23.4	-9.0	0.1	-8.5	-3.1	0.7	1.8	·	-15.0
O=C(c1ccc(OC2CCN(Cc3ccccn3)CC2)cc1)N1CCCCCC1	15.5	-4.1	-0.1	-10.2	-2.5	1.4	0.1	-9.2	-18.4
COc1ccc2cnn(-c3ccc(OC(F)(F)Cl)cc3)c(=O)c2c1OC	9.3	-6.5	0.4	2.7	-3.4	-2.0	0.3	-13.0	5.9
CC(=O)Nc1ccc2nc(NS(=O)(=O)c3ccc(C)cc3)sc2c1	15.1	-5.6	0.4	-4.2	2.1	0.9	0.8	-8.8	-11.1
